CHO parental Ca: counter-screen for OX1R antagonists: effect in parental CHO cells; parental CHO-K1, ATP-induced calcium, Fluo-8 fluorescence; inhibition, % at 5.6 µM; 330,000 tested, 0.63% active; AID 463079;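 active = inhibition above that plate's mean sample inhibition plus 3 SD, cut at about 26% in these data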;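 also: 0% = ATP-challenged DMSO wells and 100% = DMSO wells without ATP; some compounds past the cut are filed as inactive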
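Test system: untransfected parental CHO cell line. Compound: one dose, 5.6 µM nominal. Detection: intracellular calcium via Fluo-8 no-wash fluorescent dye. Measure: % inhibition. Benchmarks: ATP-challenged DMSO wells low, unchallenged DMSO wells high.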
CHRM1 PAM: positive allosteric modulators of human M1 muscarinic receptor; P11229; 360,000 tested, 0.088% active; activation, % at 3 µM; CHO-K1 hM1, Fluo-8 calcium fluorescence, ACh EC20; 0% = ACh EC20, 100% = maximal ACh; in the data active = activation above about 19%, passing the limit was not always enough
Target sequence (P11229 whole entry, looked up): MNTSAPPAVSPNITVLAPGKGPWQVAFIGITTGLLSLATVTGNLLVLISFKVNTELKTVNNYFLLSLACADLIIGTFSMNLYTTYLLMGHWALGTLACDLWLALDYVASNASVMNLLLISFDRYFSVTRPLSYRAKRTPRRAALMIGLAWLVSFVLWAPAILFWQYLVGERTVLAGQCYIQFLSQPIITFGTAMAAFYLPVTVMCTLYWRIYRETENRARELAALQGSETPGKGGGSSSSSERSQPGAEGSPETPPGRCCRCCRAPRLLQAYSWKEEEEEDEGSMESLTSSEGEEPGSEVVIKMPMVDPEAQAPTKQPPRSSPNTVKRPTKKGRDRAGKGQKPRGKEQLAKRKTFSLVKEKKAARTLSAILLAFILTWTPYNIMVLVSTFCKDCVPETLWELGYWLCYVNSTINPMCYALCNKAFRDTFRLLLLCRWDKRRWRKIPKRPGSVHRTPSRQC
M1 ag: agonists of human M1 muscarinic receptor; activation, % at 3 µM; 360,000 tested, 0.33% active; CHO-K1 hM1, Fluo-8 calcium fluorescence, agonist mode; 0% DMSO, 100% acetylcholine EC100;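 active = activation above the run's mean compound activation plus 3 SD, cut at about 16% in these data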;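 also: peak over basal fluorescence ratio within a 140 s kinetic read after compound addition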
CHRM1 antagonist: human CHRM1 antagonism; P11229; CHO-K1 hM1, Fluo-8 calcium fluorescence, ACh EC80 antagonist; inhibition, % at 3 µM; 360,000 tested, 1.3% active; AID 588852;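 active = percent inhibition above its own plate's cutoff, namely the mean of that plate's compound wells plus 3 SD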;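 also: peak over basal fluorescence ratio during 140 s after agonist addition; 0% = ACh EC80 plus DMSO and 100% = DMSO alone without agonist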
TAAR1 antagonist: human TAAR1 antagonism | Q96RJ0 | CHO RD-HGA16 TAAR1, Fluo-8 calcium fluorescence, antagonist | inhibition, % at 3 µM | 360,000 tested, 1.5% active | AID 624466;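 active = inhibition above a per-plate cutoff, the mean inhibition of test compounds on that plate plus 3 SD, cut at about 49% in these data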;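 also: 0% = DMSO plus EC80 beta-PEA response and 100% = DMSO alone without agonist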
Target sequence (Q96RJ0 whole entry, looked up): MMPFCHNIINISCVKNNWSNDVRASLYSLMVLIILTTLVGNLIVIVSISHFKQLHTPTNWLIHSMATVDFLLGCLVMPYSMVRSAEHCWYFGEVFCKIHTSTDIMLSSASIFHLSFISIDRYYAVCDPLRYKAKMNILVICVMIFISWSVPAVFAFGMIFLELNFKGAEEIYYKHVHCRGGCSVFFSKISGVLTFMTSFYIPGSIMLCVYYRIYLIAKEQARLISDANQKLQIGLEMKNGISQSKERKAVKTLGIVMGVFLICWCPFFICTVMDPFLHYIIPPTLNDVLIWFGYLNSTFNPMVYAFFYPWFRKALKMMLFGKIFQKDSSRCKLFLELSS
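Test system: hTAAR1-expressing CHO RD-HGA16 cells, Gα16-coupled; Probe or stimulus: EC80 β-phenethylamine stimulus; Compound dosing: single nominal final test compound concentration of 3 µM; Timing: 140 s kinetic read after compound, 140 s after agonist; Signal: Fluo-8 calcium-sensitive fluorescence; Measure: % inhibition of agonist calcium response; Controls: DMSO and EC80 PEA controls.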
TAAR1 ag: human TAAR1 agonism. Q96RJ0. 360,000 tested, 0.99% active. activation, % at 3 µM. AID 624467. CHO RD-HGA16 TAAR1, Fluo-8 calcium fluorescence; vehicle wells 0%, saturating PEA agonist 100%;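 active = activation above the mean activation of all test compounds in the run plus 3 SD, cut at about 38% in these data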
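System: CHO-derived RD-HGA16 cells with stable Gα16 and human TAAR1 / Times: 17-24 h plating, Fluo-8 75 min 37 °C, 30 min RT / Technique: calcium-sensitive Fluo-8 signal, excitation 470-495, emission 515-575 nm / Measure: % activation relative to PEA EC100 response / Benchmarks: DMSO and PEA EC100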
CHO-K1 Ca ag: nonselective activator or artifact in parental CHO-K1 cells | Fluo-8 calcium fluorescence; scaled to maximal ATP response, vehicle zero | activation, % at 3 µM | 360,000 tested, 0.48% active; in the data active = activation above about 15%;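 also: untransfected CHO-K1 host cells lacking M1 receptor as counterscreen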
CHO-K1 Ca antag: nonselective inhibitor or artifact in parental CHO-K1 cells; 360,000 tested, 0.6% active; ATP-induced calcium, Fluo-8 fluorescence; inhibition, % at 3 µM;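 active = inhibition above a per-plate cutoff, the plate's mean sample inhibition plus 3 SD, cut at about 24% in these data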;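 also: 0% = DMSO plus EC80 ATP and 100% = DMSO alone without ATP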
M1 PAM parental: nonselective activator or artifact in parental CHO-K1 calcium assay | 360,000 tested, 0.02% active | activation, % at 3 µM | ATP EC20, Fluo-8 calcium fluorescence; 0% at ATP EC20, 100% at ATP max | AID 602247;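 active = activation above the run cutoff, the mean activation of all test compounds plus 3 SD, cut at about 40% in these data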;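 also: peak over basal fluorescence ratio in a 140 s read after ATP addition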
Starred values were filed as active, the others as inactive; / = not tested or not shown. An unsorted share of the library; about 4.4% have a hit in one of these screens.

SMILES	CHO parental Ca	CHRM1 PAM	M1 ag	CHRM1 antagonist	TAAR1 antagonist	TAAR1 ag	CHO-K1 Ca ag	CHO-K1 Ca antag	M1 PAM parental
Cc1cc(C)c(S(=O)(=O)N2CCN(C(=O)c3c(C)nn(-c4ccccc4)c3Cl)CC2)c(C)c1	/	-14	-3	20	68*	13	7.5	-2	12
COc1ccc(Nc2oc(-c3ccccc3F)nc2C#N)cc1	-5	10	-5	-21	-17	-1	0.2	3	-6
COc1cc(NC(=O)C2CC(c3ccccc3O)=NO2)c(OC)cc1Cl (stereo unspecified)	-16	10	-2	-17	-9	0	0.9	-6	14
CC1(c2ccccc2)NC(=O)N(CC(=O)Nc2ccc3c(c2)OCO3)C1=O (stereo unspecified)	-7	5	1	-3	-3	7	1.1	-6	14
O=C(COc1cc(O)c2c(=O)c3ccccc3oc2c1)OCc1ccccc1	4	4	-1	-12	-8	0	0.5	-12	9
O=C(CCS(=O)(=O)c1ccccc1)NC1CCCC1	3	7	0	-10	2	2	0.8	-8	1
O=C(CNC(=O)C1CCCCC1)NC1CCCCC1	6	0	-2	-1	-19	7	0.6	4	-4
COc1ccccc1N(C)S(=O)(=O)c1ccc(C(=O)OCC(=O)NCc2cccs2)cc1	-5	-9	4	18	83*	15	13	-11	10
O=C(Nc1ccc(F)cc1)c1ccccc1S(=O)(=O)c1ccccc1[N+](=O)[O-]	-12	13	-3	-11	8	0	0.7	-5	6
O=C(COc1cccc2cccnc12)Nc1cccc(S(=O)(=O)N2CCCC2)c1	-20	-12	-5	12	22	7	5.7	5	-10
Cc1ccc(S(=O)(=O)NN=C2C3CC4CC(C3)CC2C4)cc1	12	12	0	-17	-8	-1	0.0	-7	20
CCCCc1ccc(NC(=S)N2CCC(O)CC2)cc1	-8	10	-10	-13	-1	9	-0.4	4	8
Cc1cccc(C)c1N(CC(=O)NC1CCCCC1)C(=O)c1csnn1	-22	10	-2	-8	-9	2	1.1	-12	12
CC(C(=O)Nc1ccccc1-c1ccccc1)N1CCN(C(=O)c2ccccc2)CC1 (stereo unspecified)	-14	8	-4	-14	-28	-2	1.0	3	-16
CCOC(=O)Cc1c(C)nc2c(-c3ccc(OC)cc3)c(C)nn2c1C	-10	-5	-6	10	5	-1	0.0	-9	10
COc1ccc(Cl)cc1NC(=S)Nc1ccccc1F	-5	7	-6	-9	5	2	0.3	-1	-4
Brc1ccc(-c2cnc(-c3cccs3)o2)cc1	-15	6	-5	-5	-6	3	0.1	-7	16
COc1cc(NC(=O)Nc2nnc([C@@H]3C[C@H](O)[C@@H](CO)O3)s2)cc(OC)c1OC	/	7	-1	-4	-13	2	0.0	-6	6
O=C(NC1CC1)c1[nH]c(C(F)(F)F)nc1-c1ccccc1	/	1	-3	-17	-5	1	0.1	-4	-3
Cc1cccc(OCC(=O)Nc2ccc(CN3CCOCC3)cc2)c1C	-12	-14	-5	16	-10	3	2.6	-4	-12
COc1ccccc1CNC(=O)c1ccccc1N	-2	-8	-3	16	/	/	0.4	6	-4
Cc1cccc(NC(=O)CSc2nnc(Cc3ccccc3)o2)c1	-9	1	-8	-6	6	8	5.0	0	8
Cc1ccc(C(=O)NCCc2ccc(S(=O)(=O)N3CCCC3)cc2)cc1	-14	2	-12	-5	-7	14	0.4	-2	-10
CCN(c1ccc(OCC(=O)OCC(=O)Nc2ccc(F)c(F)c2F)cc1)S(=O)(=O)c1ccccc1	7	1	-5	0	/	/	0.1	8	-8
CC1CCCN(C(=O)C2c3ccccc3C(=O)N3CCc4ccccc4C23)C1 (stereo unspecified)	-18	0	-4	-3	6	5	0.4	-25	15
O=C(/C=C/c1ccco1)Nc1ccc(N2CCCC2)cc1	-12	0	-12	-1	18	-1	0.1	7	4
COc1cccc(C2c3cc4c(cc3OC(C)(N3CCCC3)C2C)OCO4)c1O (stereo unspecified)	/	8	3	-24	-4	3	0.4	-5	-6
COc1cc(C(=O)NC(C)CCc2ccccc2)cc(OC)c1OC (stereo unspecified)	-11	6	-3	-11	5	6	0.3	0	-5
Cc1ccc(S(=O)(=O)N2CCCCC2)cc1NC(=O)C1CCC1	-2	3	-2	1	7	1	-0.2	0	1
CCCNC(=O)C1(C)CCN(C(=O)c2ccc(OC)cc2OC)C1 (stereo unspecified)	/	16	-1	-16	-26	1	0.1	-13	22
COc1ccc(C(C)=O)cc1COc1cccc2cccnc12	-19	-5	-8	6	-4	6	0.2	0	-8
Fc1cccc(CNCc2ccc3c(c2)OCO3)c1	-9	15	-4	-15	0	-1	0.4	-7	21
CCCOc1ccc(-c2nc3c(c(=O)[nH]c(=O)n3Cc3ccccc3)n2CCO)cc1OCC	-19	7	-5	-9	-15	-3	-0.2	-19	4
COc1ccc(NC(=O)C2CCCN(c3nc(C)cc(C)n3)C2)cc1 (stereo unspecified)	-13	11	-5	-13	2	8	0.4	-26	19
COc1ccccc1NC(=O)C/C(N)=N/O	8	3	-2	-2	16	2	0.3	-10	17
CC(=O)c1sc(NC(=O)c2ccc(C(C)(C)C)cc2)nc1C	-13	-5	-8	13	-12	-2	-0.2	-14	4
COc1ccc(NS(=O)(=O)c2ccc(C)c(C(=O)NCC(c3cccs3)N3CCOCC3)c2)cc1 (stereo unspecified)	-8	12	2	-24	-7	3	0.2	4	-1
Cn1cc(-c2csc(C(C)(O)c3cccc(F)c3)n2)cn1 (stereo unspecified)	/	3	-3	-4	-8	2	1.2	-1	11
Cc1cccc2cc(-c3ccccc3)c(-c3ccccc3)c[n+]12	-6	-23	-9	52*	-5	5	0.2	-6	12
Cc1ccc(C(=O)CN2C(=O)C(=O)N(Cc3ccccc3)C2=O)cc1	-17	11	-6	-5	10	4	-0.1	1	8
Cc1cccc(NS(=O)(=O)c2ccc(C3CCCCC3)cc2)n1	-16	0	-2	0	14	9	6.6	0	18
O=C(NCc1ccccc1)C1CCCN1S(=O)(=O)c1ccc(Cl)cc1 (stereo unspecified)	-27	8	-3	-19	-23	6	0.9	-20	15
COc1ccccc1NC(=O)CSc1nc2ccccc2c(=O)n1CCNC(C)=O	-8	5	-4	0	14	4	0.8	-4	14
O=C(NCc1nnc(SCC(=O)N2CCCCC2)o1)c1c(F)cccc1Cl	-8	7	-3	-11	-27	3	1.3	-17	18
O=S(=O)(NC1CCCCC1Nc1ccc(Cl)cc1)c1ccccc1 (stereo unspecified)	-25	6	-7	-10	4	10	0.5	3	2
CN(c1ccc(Cl)cc1)c1cc(=O)n(C)c2ccccc12	-6	5	-2	-30	-7	13	0.4	13	-5
O=C(Cn1cnc2sc(-c3ccccc3)cc2c1=O)NCCc1ccccc1	5	2	-2	-21	8	39*	0.1	10	7
Nc1ccc(Cl)c(-c2nc3ncccc3o2)c1	-17	8	-4	-7	13	-1	-0.2	12	-9
COc1ccc(S(=O)(=O)N2CCN(C(=O)c3cc(C4CC4)nn3-c3ccccc3)CC2)cc1OC	-21	-4	-9	7	-4	2	-0.5	14	-6
COc1ccc(C(C(=O)NCC2CCCO2)N(C(=O)CNC(=O)c2ccco2)c2ccc(C)c(C)c2)cc1OC (stereo unspecified)	-21	2	-3	-6	-20	7	9.1	1	9

Compounds from the list above with a thiophene ring, fused or not:
SMILES	CHO parental Ca	CHRM1 PAM	M1 ag	CHRM1 antagonist	TAAR1 antagonist	TAAR1 ag	CHO-K1 Ca ag	CHO-K1 Ca antag	M1 PAM parental
COc1ccccc1N(C)S(=O)(=O)c1ccc(C(=O)OCC(=O)NCc2cccs2)cc1	-5	-9	4	18	83*	15	13	-11	10
Brc1ccc(-c2cnc(-c3cccs3)o2)cc1	-15	6	-5	-5	-6	3	0.1	-7	16
COc1ccc(NS(=O)(=O)c2ccc(C)c(C(=O)NCC(c3cccs3)N3CCOCC3)c2)cc1 (stereo unspecified)	-8	12	2	-24	-7	3	0.2	4	-1
O=C(Cn1cnc2sc(-c3ccccc3)cc2c1=O)NCCc1ccccc1	5	2	-2	-21	8	39*	0.1	10	7

Following part.
SMILES	CHO parental Ca	CHRM1 PAM	M1 ag	CHRM1 antagonist	TAAR1 antagonist	TAAR1 ag	CHO-K1 Ca ag	CHO-K1 Ca antag	M1 PAM parental
OC1CCN(C(=S)NCCc2ccccc2)CC1	2	3	-2	-30	12	6	0.4	7	-1
Cc1ccc(-c2nnn(CCC(=O)NC(C)(C)C)n2)cc1	-1	7	0	-5	-2	2	-0.1	-2	10
CCc1ccc(CN(C)C(=O)CCc2nnc(CCc3cccc(OC)c3)o2)nc1	-14	12	-11	-12	1	0	1.2	8	13
Cc1cccnc1NC(=S)Nc1ccc(F)cc1F	13	-2	-3	11	-24	5	-0.5	-11	-9
CCOc1cc(S(=O)(=O)NC2CC2)c(OCC)cc1-n1cnnn1	-3	8	-4	-8	5	11	5.9	-15	20
O=C(CSc1nnc(-c2ccncc2)o1)NCc1ccccc1	2	3	-2	4	-20	0	-0.1	15	-10
CCOC(=O)C1CCCN(C(=O)C2CCN(c3nnc(-n4cccc4)s3)CC2)C1 (stereo unspecified)	12	10	-10	-22	-12	0	0.9	-3	1
Cc1ccc(NC(=O)CCC(=O)N2CCN(S(=O)(=O)c3ccc(C)cc3)CC2)cc1	-17	0	-5	-7	-23	-1	-0.5	-1	-4
Cc1cccc(Nc2ccc([N+](=O)[O-])cc2C(=O)O)c1	-9	-5	-5	1	-24	2	0.9	-1	16
COc1ccc(CNC(=O)COc2ccc(S(=O)(=O)N3CCOCC3)cc2C)cc1	-13	-4	-2	9	16	9	7.1	-16	-2
O=C(CN1CCCC1)Nc1nc(-c2ccc(Cl)cc2)cs1	/	-11	-8	23	/	/	0.8	2	4
CC(C)(C)OC(=O)N[C@H](C(=O)OC(C)(C)C)c1ccccc1	-16	-5	-4	11	10	14	-0.7	-4	0
CC(=O)NC(Cc1cccc(F)c1)C(=O)NC1CCN(c2ncccc2[N+](=O)[O-])CC1 (stereo unspecified)	-21	1	0	1	-10	5	0.4	-8	-9
COc1ccc(C)cc1NC(=O)CSc1nnc(CC(=O)Nc2ccccc2F)n1C	-17	8	-1	-6	-16	1	0.2	-11	14
COc1ccc(NC(=O)CN2CC(c3ccccc3)CC2=O)cc1OC (stereo unspecified)	-5	5	-1	-11	-20	1	0.1	-2	16
O=c1c(O)c(-c2ccccc2)oc2cc(O)ccc12	/	4	5	-29	-20	3	1.1	-6	3
NNC(=O)CNC(c1ccccc1)c1cc(Br)ccc1N (stereo unspecified)	-16	25	1	-4	-29	1	-0.1	-7	13
O=C(Nc1ccc(C(=O)N2CCCCC2)cc1)C1=CSCCO1	-5	13	-2	2	-1	8	0.3	-12	16
O=C(Cn1cc(C(F)(F)F)cc(Cl)c1=O)NCc1ccccc1	-5	-5	-3	5	-4	6	0.2	-1	-23

Screens from PubChem BioAssay.
